Bioassay records deposited in PubChem by National Center for Advancing Translational Sciences (NCATS).
SW480 rereplic: inducers of DNA re-replication in SW480 colon cancer cells; SW480 DNA re-replication, Hoechst DNA content imaging, 48 h; Potency, µM (doses to about 46.1 µM), without a hit: at the highest dose re-replication activation, hits mostly activators; 340,000 tested, 1.8% active; AID 624297; also: potency is read from the fitted curve at half-maximal effect; % of control where 0% means no effect; nearly all actives have a fitted effect of over 55% in size
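Image-based read-out: total Hoechst fluorescence of nuclei (405 nm excitation, 500-530 nm emission), with hits raising the fraction of high-intensity nuclei. SW480 colon cells incubated 48 hr with compounds at 37 C.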
KB-3-1 tox: kills parental KB-3-1 adenocarcinoma cells. KB-3-1 viability, CellTiter-Glo ATP luminescence, 72 h. Potency, µM (top dose mostly 46.1 µM), without a hit: top-dose activity change, negative = cytotoxic, hits mostly cytotoxic. 400,000 tested, 1.4% active. AID 1347075; also: potency is read from the fitted curve at half-maximal effect; % is scaled to controls: 0 for no effect and ±100 for the full control effect; nearly all actives have a fitted effect of over 60% in size
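72 h, 37 °C compound treatment of KB-3-1 parental cells; CellTiter-Glo added, 10 min, luminescence read. Data corrected against DMSO-only plates and normalized before curve fitting.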
ATXN2 expr inh: reduces ATXN2 reporter expression in HEK-293 cells; HEK-293 ATXN2-luciferase reporter, luminescence, 24 h; Potency, µM (highest dose often 57 µM), for inactives: at the highest dose activity change, negative = inhibition, usual class: inhibitors; 360,000 tested, 0.72% active; AID 1745845; also: potency is read from the fitted curve at half-maximal effect; % is scaled to controls: 0 for no effect and ±100 for the full control effect; nearly all actives have a fitted effect of over 55% in size
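ATXN2-luciferase reporter cells (luciferase flanked by upstream and downstream ATXN2 gene portions) were treated 24 h at 37 °C with compounds at up to 57 uM. SteadyGlo luminescence gave expression; GF-AFC fluorescence gave viability.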
IL1B secr inh: blocks inflammasome-driven IL-1 beta release | 360,000 tested, 4.7% active | activity change, % at 57.5 µM | THP-1 LPS/ATP IL-1B secretion, AlphaLISA, 16 h; stronger effect = lower value; in the data active = activity change below about -50%; inconclusive = mostly about -30% to -49%; also: % is scaled to controls: 0 for no effect and ±100 for the full control effect
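Secreted IL-1B measured by AlphaLISA bead assay after 16 h compound exposure of THP-1 cells; compounds (final up to 57.5 uM) added 1 h before LPS (250 ng/mL) and ATP (1.25 mM) stimulation; lower signal means less secretion.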
MCF10A rerep: inducers of DNA re-replication in MCF 10A breast cells | Potency, µM (titrated, usually from 46.1 µM), without a hit: top-dose activity, positive = re-replication, hits mostly activators | 350,000 tested, 2.9% active | AID 624296 | MCF 10A DNA re-replication, Hoechst nuclear intensity, 48 h; also: potency is read from the fitted curve at half-maximal effect; % of control where 0% means no effect; nearly all actives have a fitted effect of over 50% in size
KB-V1 MDR tox: KB-V1 MDR subline cytotoxicity. KB-V1 MDR cells viability, CellTiter-Glo, 72 h. Potency, µM (titrated, usually from 46.1 µM), without a hit: top-dose activity change, negative = cytotoxicity, most hits filed as cytotoxic. 400,000 tested, 3.4% active. AID 1347076; also: potency is read from the fitted curve at half-maximal effect; % is scaled to controls: 0 for no effect and ±100 for the full control effect; nearly all actives have a fitted effect of over 60% in size
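Cytotoxicity via CellTiter-Glo luminescence after 72 h compound exposure at 37 degrees C. Cells: drug-selected KB-V1 line, DMEM phenol-red free plus 10% FBS. Compounds tested at multiple concentrations; normalized data fitted to concentration-effect curves.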
WRN helicase inh: WRN helicase (human) inhibition. Q14191. WRN helicase unwinding, fluorescent forked duplex, kinetic. Potency, µM (doses to about 114 µM), for the others: at the highest dose activity change, negative = inhibition, actives largely listed as inhibitors. 360,000 tested, 0.46% active. AID 651768; also: potency is read from the fitted curve at half-maximal effect; % is scaled to controls: 0 for no effect and ±100 for the full control effect; nearly all actives have a fitted effect of over 55% in size
Target sequence (Q14191 whole entry, looked up): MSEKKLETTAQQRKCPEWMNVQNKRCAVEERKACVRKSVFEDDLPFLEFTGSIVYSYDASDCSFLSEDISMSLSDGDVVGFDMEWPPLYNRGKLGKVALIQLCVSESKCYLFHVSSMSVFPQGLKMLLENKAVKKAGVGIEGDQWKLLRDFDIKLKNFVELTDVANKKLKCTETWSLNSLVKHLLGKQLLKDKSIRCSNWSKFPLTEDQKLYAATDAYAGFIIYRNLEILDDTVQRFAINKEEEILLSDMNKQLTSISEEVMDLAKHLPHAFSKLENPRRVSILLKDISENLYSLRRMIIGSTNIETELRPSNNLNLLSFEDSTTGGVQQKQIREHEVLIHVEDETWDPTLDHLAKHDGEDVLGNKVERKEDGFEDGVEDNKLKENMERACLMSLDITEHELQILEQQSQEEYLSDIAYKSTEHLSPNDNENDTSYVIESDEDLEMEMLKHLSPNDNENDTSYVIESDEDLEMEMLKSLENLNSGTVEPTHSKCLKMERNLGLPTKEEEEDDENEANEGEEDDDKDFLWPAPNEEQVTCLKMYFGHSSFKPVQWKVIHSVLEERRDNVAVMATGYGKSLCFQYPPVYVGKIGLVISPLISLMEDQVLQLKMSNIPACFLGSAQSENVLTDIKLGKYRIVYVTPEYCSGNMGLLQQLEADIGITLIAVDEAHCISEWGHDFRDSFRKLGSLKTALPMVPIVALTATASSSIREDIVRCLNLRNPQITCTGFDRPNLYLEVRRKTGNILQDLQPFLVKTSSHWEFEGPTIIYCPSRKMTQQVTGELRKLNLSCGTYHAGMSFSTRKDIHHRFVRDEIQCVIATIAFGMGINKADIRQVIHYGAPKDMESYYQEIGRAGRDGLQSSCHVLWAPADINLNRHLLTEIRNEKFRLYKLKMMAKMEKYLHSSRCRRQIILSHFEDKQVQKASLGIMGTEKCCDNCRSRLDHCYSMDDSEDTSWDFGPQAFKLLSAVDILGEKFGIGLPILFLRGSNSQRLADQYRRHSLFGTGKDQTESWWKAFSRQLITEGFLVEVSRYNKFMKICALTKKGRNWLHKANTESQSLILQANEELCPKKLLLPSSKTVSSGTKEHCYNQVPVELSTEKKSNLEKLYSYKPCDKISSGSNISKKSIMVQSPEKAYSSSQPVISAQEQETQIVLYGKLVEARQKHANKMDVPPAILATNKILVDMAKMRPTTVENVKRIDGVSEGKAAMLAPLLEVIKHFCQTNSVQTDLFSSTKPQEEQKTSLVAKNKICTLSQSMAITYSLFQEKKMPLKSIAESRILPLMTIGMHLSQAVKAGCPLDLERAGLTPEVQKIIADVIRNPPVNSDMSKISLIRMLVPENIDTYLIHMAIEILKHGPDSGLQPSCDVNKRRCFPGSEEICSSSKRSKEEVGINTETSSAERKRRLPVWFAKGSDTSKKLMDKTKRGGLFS
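WRN at 20 nM final preincubated with compound 15 min at room temperature; reaction started with 100 nM fluorophore/quencher forked duplex oligonucleotide and 2 mM ATP final. Unwinding followed kinetically by red fluorescence (ex 525, em 598 nm).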
HT1080NT lethal: kills 2HG-producing HT-1080-NT fibrosarcoma cells | HT-1080-NT fibrosarcoma viability, CellTiter-Glo ATP luminescence, 48 h | Potency, µM (titrated, usually from 46.1 µM), inactives show at the top dose activity, negative = less viability, hits mostly cytotoxic | 360,000 tested, 1.6% active | AID 686970;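 also: NT is the 2HG producing partner of a matched IDH1 knockdown line; potency is read from the fitted curve at half-maximal effect; 0% = DMSO-treated cells and -100% = media-only wells without cells; nearly all actives have a fitted effect of over 55% in size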
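HT-1080-NT fibrosarcoma cells (2HG-overproducing), 750 cells/well in RPMI with 5% FBS, dosed after 2 h and incubated 48 h at 37C. CellTiter-Glo luminescence normalized to DMSO and no-cell wells; concentration-response curves fitted and classed.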
HT1080 IDH1KD tx: HT-1080 IDH1 knockdown cell toxicity (counter line); HT-1080 IDH1 knockdown viability, ATP luminescence, 48 h; Potency, µM (series often up to 46.1 µM), without a hit: at the highest dose activity, negative = toxicity, hits mostly cytotoxic; 360,000 tested, 2% active;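 also: potency is read from the fitted curve at half-maximal effect; 0% = DMSO wells and -100% = cell-free medium wells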
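After a 2 h attachment period, IDH1KD HT-1080 cells took pin-transferred compound for 48 h at 37 °C; ATP-based luminescence after 10 min room-temperature reagent incubation reported viability.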
* = called active by the depositor; u = inconclusive; x = not tested or not shown; [ ] = another dose, or the depositor's remark. Unless noted, calls follow the shape of the dose curve; as a rule, active = well fitted curve in the direction sought with a large enough effect; inconclusive = small, poorly fitted or top-dose-only effect, or another doubt; inactive = no such curve, though single readings can be large; an effect the other way counts as inactive or inconclusive.

SMILES	SW480 rereplic	KB-3-1 tox	ATXN2 expr inh	IL1B secr inh	MCF10A rerep	KB-V1 MDR tox	WRN helicase inh	HT1080NT lethal	HT1080 IDH1KD tx
O=C(OCC(=O)N1CCN(C(=O)c2ccco2)CC1)c1cc(-c2ccco2)nc2ccccc12	-6%	-3%	6%	-2	5%	u	50µM*	-1%	-21%
N#Cc1c(NC(=O)Cn2nc(C(F)(F)F)c3c2CCCC3)sc2c1CCC2	u	-9%	-6%	-10	14%	13%	-7%	-2%	-3%
O=C(NCc1cccs1)Nc1ccc2c(c1)OCO2	3%	1%	40%[activator]	-5	-8%	0%	3%	4%	-5%
Cc1cc(C)n(C(=O)c2ccc(C)c(S(=O)(=O)N3CCCC3)c2)n1	-2%[9.22 µM]	-2%	3%	-16	-1%	-12%	10%	-8%	15%
Cc1cc(C)cc(NC(=O)c2cccc(NC(=O)C3C4CC5OC(=O)C3C5C4)c2)c1 (centres undefined)	-6%	-5%	-2%	-10	9%	u	-12%	1%	4%
COc1ccc(N(CC(=O)Nc2ccc(OC)c(Cl)c2)S(=O)(=O)c2c(C)noc2C)cc1	12%	-27%	-11%	1	12%	u	-10%	-17%	-21%
CC(C)(C)Cc1nnc(NC(=O)Cc2ccc([N+](=O)[O-])cc2)s1	x	16%	4%	0	2%	-7%	-29%	11%	14%
COc1ccccc1-c1nc(SCC(=O)N2CCOCC2)n[nH]1	-3%	10%	4%	37	-3%	-1%	-3%	-1%	-4%
COc1ccc(NC(=O)NCc2ccc3c(c2)OCO3)c(OC)c1	u	u	4%	-14	2%	-3%	1%	0%	12%
Cc1ccc(CSc2nnc(NC(=O)Cn3cnc4ccccc4c3=O)s2)cc1	0%	1%	x	12	u	10%	6%	5%	4%
CCCCN(CC)Cc1ccc(CNC(=O)Nc2ccc(OC)cc2OC)o1	1%	7%	-15%	-2	16%	-14%	-1%	-13%	1%
O=C(c1cccnc1)N1CCN(Cc2ccc3c(c2)OCO3)CC1	-5%[9.22 µM]	-1%	-9%	-2	-13%	2%	12%	9%	26%
CCOc1ccc2nc(Cl)c(C3CC(c4ccccc4)=NN3C(=O)c3cccs3)cc2c1 (centres undefined)	0%	-28%	x	-14	-2%	-1%	7%	26%	10%
CC(=O)N/C(=C\c1ccccc1)C(=O)Nc1ccc(O)cc1	-3%	1%	20%	-3	19%	-1%	-4%	19%	13%
O=C(NCCC1CCCCN1S(=O)(=O)c1cccs1)C(=O)Nc1ccc(F)cc1F (centres undefined)	11µM*	23µM*	-25%	u	12µM*	15µM*	-32%	u	15µM*
CC(=O)Nc1ccc(NC(=O)C(C)OC(=O)/C=C/c2cnc3ccccc3n2)cc1 (centres undefined)	-4%	11%	29%	-1	-1%	0%	-2%	26%	2%
CCn1cc(CN2CCC(n3nccc3NC(=O)c3ccc4c(c3)OCO4)CC2)c(C)n1	4%	x	-9%	-1	8%	x	-26%	0%	-1%
Cc1cccc(C(=O)OCCN2CCOCC2)c1	-3%	3%	-8%	9	u	0%	3%	21%	13%
CCc1cc(=O)oc2cc(O[C@@H]3O[C@H](CO)[C@@H](O)[C@H](O)[C@H]3O)c(Cl)cc12	18µM*	17%	10%	-6	-7%	3%	5%	6%	5%
O=C(NCC(=O)N1CCN(C/C=C/c2ccccc2)CC1)c1ccc(OC(F)F)cc1	-12%	u	-29%	-24	1%	2%	-2%	-14%	-7%
CCOCCCn1c(=S)[nH]c2cc(C(=O)NCC(OC)OC)ccc2c1=O	-21%	-12%	-5%	u	2%	-6%	-4%	-1%	1%
COc1cc(/C=N/NC(=O)c2cc(-c3cccc(OC(C)C)c3)nc3ccccc23)ccc1O	u	u	22%	14	u	0%	-25%	u	u
CSc1ccc(NC(=O)C2(C)CCN2C(=O)c2ccccc2CCc2ccccc2)cc1 (centres undefined)	x	u	-11%	-7	x	u	-4%	1%	-9%
Cc1ccc(S(=O)(=O)NNC(=O)c2ccncc2)cc1[N+](=O)[O-]	2%	x	0%	27	1%	x	-36%	0%	-10%
Cc1ccccc1Nc1nc(N)nc(CN2CCN(Cc3ccc4c(c3)OCO4)CC2)n1	2%	-10%	-4%	-13	4%	u	4%	-5%	-7%

Entries listed above shown as hits in SW480 rereplic:
SMILES | SW480 rereplic | IL1B secr inh | WRN helicase inh
O=C(NCCC1CCCCN1S(=O)(=O)c1cccs1)C(=O)Nc1ccc(F)cc1F (centres undefined) | 11µM* | u | -32%
CCc1cc(=O)oc2cc(O[C@@H]3O[C@H](CO)[C@@H](O)[C@H](O)[C@H]3O)c(Cl)cc12 | 18µM* | -6 | 5%

Following part
SMILES	SW480 rereplic	KB-3-1 tox	ATXN2 expr inh	IL1B secr inh	MCF10A rerep	KB-V1 MDR tox	WRN helicase inh	HT1080NT lethal	HT1080 IDH1KD tx
Cc1ccc(NC(=O)CN2CCN(CCN=CC3=C(O)CC(c4ccc(C)cc4)CC3=O)CC2)cc1 (centres undefined)	-5%	12%	-28%	-19	9%	-2%	6%	-3%	-4%
O=C(NNC(=S)Nc1cccc(C(F)(F)F)c1)c1cccc(Cl)c1	u	u	u	-11	u	u	-1%	u	u
C/C(=N\NC(=O)c1ccncc1)c1cccc(NC(=O)c2ccc(Cl)s2)c1	-9%	-7%	3%	-11	-2%	-12%	-1%	-10%	-4%
Cc1ccc(C(=O)NC(=S)N2CCN(C)CC2)cc1	-8%	-1%	10%	22	-8%	-4%	-1%	-7%	-3%
CCN(CC)c1ccc(C=Nc2ccc(C)cc2)c(O)c1	0%[9.22 µM]	-6%	0%	-18	3%	6%	4%	7%	13%
COc1ccc(C(=O)NNC(=O)C(NC(=O)c2ccccc2NC(=O)c2ccco2)C(C)C)cc1 (centres undefined)	-4%	u	x	0	-2%	5%	-8%	2%	-7%
CCC1(c2ccccc2)NC(=O)N(CC(=O)NCCN2C(=O)S/C(=C\c3cccnc3)C2=O)C1=O (centres undefined)	-4%	15%	28%	-15	6%	u	-4%	-5%	-1%
CCn1nnnc1SCC(=O)c1cc(Cl)ccc1OC	3%	-3%	x	-30	10%	u	2%	3%	-1%
Nc1cc(Cl)nc(N/N=C/c2c(O)ccc3ccccc23)n1	u	-17%	-16%	71	7%	-9%	-8%	u	u
Cc1ccc(/C=C(/C#N)C(=O)NC(C)c2ccccc2)o1 (centres undefined)	6%	8%	6%	u	-4%	18µM*	-2%	-1%	-4%
CCOC(=O)c1cnc(-n2nc(C)cc2C)nc1N(C)C	-5%	8%	6%	-10	0%	0%	-1%	13%	11%
CCC(C)[C@H](NS(=O)(=O)c1ccc(C)cc1)C(=O)N1CCC(C(=O)N2CCC(C(=O)OC)CC2)CC1 (some centres undefined)	13%	0%	-2%	-6	26%	-2%	8%	1%	-8%
CN1CCN(C(=O)c2cnn3c(C(F)(F)F)cc(-c4ccc5c(c4)OCO5)nc23)CC1	23%	7%	3%	-7	u	u	1%	-2%	5%
C/C(=N/Nc1nc(-c2ccccc2)c(CC(=O)O)s1)c1ccccc1	u	-1%	x	-6	u	0%	-7%	-13%	-22%
CCCCC1=CC2=C(c3ccco3)C(=O)C(C)(OC(=O)c3ccc(OC)cc3)C(=O)C2=CN1CCCN(CC)CC (centres undefined)	u	-1%	-17%	-2	-2%	0%	1%	8%	8%
COc1ccc(C(=O)N[C@H](C(=O)NCCCSc2ccccc2)C(C)C)cc1	1%	-17%	-12%	-18	9%	-2%	-11%	3%	10%
Cc1nc2ccccc2cc1C(=O)NCc1ccc(F)cc1	u	-12%	7%	76	10%	u	-3%	-11%	-14%
Cc1ccc(C(=O)N[C@H](C(=O)OCC(=O)NC2CCS(=O)(=O)C2)C(C)C)cc1 (some centres undefined)	-1%	9%	-6%	19	-3%	-2%	4%	21%	23%
O=C(CCCCC(=O)Nc1ccc(F)cc1)Nc1ccc(F)cc1	u	1%	-8%	24	11%	0%	2%	2%	-3%
CC(=O)Nc1ccc(S(=O)(=O)NC(CC(=O)O)c2ccc(C)cc2)cc1 (centres undefined)	-27%	13%	x	-7	0%	4%	-4%	0%	-2%
Cc1nn(C)c(C)c1S(=O)(=O)N1CCCC(C(=O)NC2CCCCC2)C1 (centres undefined)	-1%	7%	4%	41	u	8%	1%	7%	4%
Cc1nc2ccccc2n1-c1nc(-c2ccco2)cc(C(F)(F)F)n1	u	12%	u	u	u	17%	-9%	5.6µM*	5.6µM*
CSc1ncccc1C(=O)OCC(=O)c1[nH]c(C)c(C(C)=O)c1C	5%	-7%	7%	0	-4%	0%	-2%	1%[9.24 µM]	2%
COc1ccc(/C(O)=C2/C(=O)C(=O)N(c3ccccn3)C2c2cccc(Cl)c2)cc1 (centres undefined)	4%	1%	6%	-16	1%	-7%	-10%	-6%	-3%
NC1=NC(=O)C(Cc2ccc(F)cc2)S1 (centres undefined)	-2%	-12%	-21%	-10	1%	9%	-7%	9%	1%
NC(=O)c1ccc(CSc2nc3ccccc3s2)cc1	-1%	u	2%	20	2%	u	-10%	-6%	-4%
CCOc1cccc2sc(NN)nc12	15%	u	-34%	-13	u	-17%	-9%	0%	-3%
CCCNC(=O)c1csc2c1CCCCC2	-2%	2%	-24%	36	3%	26%	-5%	5%	14%
CCN(CC)C(=N)/C(C#N)=N/Nc1ccccc1	-8%	0%	-7%	-8	1%	u	-24%	u	1%
O=C(COC(=O)C1CCN(S(=O)(=O)c2cccs2)CC1)Nc1ccc(F)c(F)c1F	0%	-4%	-3%	6	0%	31%	-5%	4%	6%
